CF NFkB block: blocks PAF-induced NF-kB reporter in cystic fibrosis cells | inhibition, % at 5 µM | KKLEB NF-kB-GFP reporter, GFP fluorescence overnight | 0.86% of 360,000 active;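 active = at least 50% inhibition at 5 µM, scaled per plate between neutral and stimulator controls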;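 note: PAF is a Pseudomonas aeruginosa culture filtrate used as stimulus; plate controls were PAF-stimulated DMSO wells for no effect and unstimulated DMSO wells for full effect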
SRC1 inh: human NCOA1 inhibition; Q15788; HEK293 GAL4-SRC1 luciferase reporter, luminescence; inhibition, % at 3.6 µM; 0.12% of 360,000 active;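 active = inhibition above the campaign mean plus 3 SD, with each screening campaign given its own cutoff, cut at about 60% in these data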;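 note: 0% = DMSO treated cells and 100% = gossypol at 36 µM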
TWEAK Fn14 block: inhibitors of TWEAK-Fn14 interaction signaling. TWEAK-stimulated Fn14 reporter cells, luciferase luminescence, 8 h. inhibition, % at 10 µM. 2% of 360,000 active; in the data active = inhibition above about 50%
C8 TRAIL sens: caspase-8 TRAIL sensitization. NB7+C8 cells + TRAIL, ATPlite viability luminescence. 1% of 360,000 active. inhibition (viability loss, TRAIL sensitization), % at 10 µM. AID 624354;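 active = compounds causing at least 50% loss of cell viability in the single-dose screen, relative to plate controls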
NCOA3 inh: inhibits human SRC3 coactivator; Q9Y6Q9; 0.17% of 360,000 active; HEK293 GAL4-SRC3 luciferase reporter, luminescence; inhibition, % at 3.6 µM;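 active = inhibition above a per-campaign cutoff, the mean of all compounds plus 3 SD, cut at about 60% in these data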;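 note: 0% = DMSO-treated cells and 100% = gossypol-treated cells at 36 µM; higher means less SRC3-driven luciferase light from the GAL4 reporter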
SRC2 inh: inhibits human steroid receptor coactivator 2 | HEK293 GAL4-SRC2 luciferase reporter, luminescence | inhibition, % at 9 µM | 0.17% of 370,000 active;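 active = inhibition above the mean inhibition of all tested compounds plus 3 SD, set per campaign, cut at about 52% in these data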;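 note: 0% = DMSO treated cells and 100% = cells given Gossypol at 36 µM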
TROY signal inh: inhibitors of TROY-dependent NF-kB signaling; Q293 LMP1-TROYcd NF-kB luciferase reporter, 4 h; 0.98% of 360,000 active; AID 1347056; inhibition, % at 10 µM;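 active = compounds whose plate-normalised and pattern-corrected inhibition of the luciferase reporter signal at the single screening dose is 50% or more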
COUP-TFII inh: NR2F2 (human) inhibition, primary screen | 0.7% of 370,000 active | P24468 | inhibition, % at 8.6 µM | AID 686940 | HEK293T NGFI-A luciferase reporter, luminescence;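 active = inhibition above a per-plate cutoff, mean inhibition of test wells between control levels plus 3 SD, cut at about 38% in these data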;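 note: cells cotransfected with COUP-TFII expression vector driving the NGFI-A reporter; 0% = median of COUP-TF2 test wells and 100% = reporter-only cells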
Target sequence (P24468 whole entry, looked up): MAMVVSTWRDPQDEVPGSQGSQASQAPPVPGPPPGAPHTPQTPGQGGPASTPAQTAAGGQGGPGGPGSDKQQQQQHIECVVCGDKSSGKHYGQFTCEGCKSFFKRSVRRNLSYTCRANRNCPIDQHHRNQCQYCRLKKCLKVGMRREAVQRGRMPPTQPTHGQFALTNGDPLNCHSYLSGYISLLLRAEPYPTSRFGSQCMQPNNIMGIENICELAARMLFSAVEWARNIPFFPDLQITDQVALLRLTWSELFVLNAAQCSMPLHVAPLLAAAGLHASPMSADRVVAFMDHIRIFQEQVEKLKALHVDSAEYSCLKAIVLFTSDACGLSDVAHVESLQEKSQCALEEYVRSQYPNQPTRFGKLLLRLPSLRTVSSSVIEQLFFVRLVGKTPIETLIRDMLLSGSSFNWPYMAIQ
LRH-1 inv ag: suppresses constitutive activity of human LRH-1 | O00482 | HEK293T StAR-luciferase reporter, LRH-1 transfected, 24 h | inhibition, % at 3.6 µM | 0.13% of 360,000 active | AID 602396;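 active = inhibition above the mean inhibition of all tested compounds plus 3 SD, cut at about 73% in these data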;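 note: 0% = DMSO wells and 100% = reporter-only cells lacking LRH-1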
Target sequence (O00482 whole entry, looked up): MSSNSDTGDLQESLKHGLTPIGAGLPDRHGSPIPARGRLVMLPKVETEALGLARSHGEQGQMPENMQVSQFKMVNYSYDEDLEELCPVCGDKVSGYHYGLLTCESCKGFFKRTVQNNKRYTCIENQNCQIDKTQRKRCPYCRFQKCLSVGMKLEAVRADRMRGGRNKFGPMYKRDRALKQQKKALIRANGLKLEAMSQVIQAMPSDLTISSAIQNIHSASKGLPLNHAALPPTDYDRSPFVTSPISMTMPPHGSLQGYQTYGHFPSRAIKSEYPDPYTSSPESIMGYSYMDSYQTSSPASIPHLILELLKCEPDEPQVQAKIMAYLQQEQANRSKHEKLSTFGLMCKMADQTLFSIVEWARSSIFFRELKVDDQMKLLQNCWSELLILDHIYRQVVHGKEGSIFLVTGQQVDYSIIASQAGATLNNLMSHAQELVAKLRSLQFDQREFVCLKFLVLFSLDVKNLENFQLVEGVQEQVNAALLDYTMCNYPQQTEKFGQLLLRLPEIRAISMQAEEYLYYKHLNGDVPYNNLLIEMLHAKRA
LMP1 NFkB inh: Epstein-Barr LMP1 NF-kappaB reporter inhibition | LMP1-induced NF-kappaB luciferase reporter cells, luminescence | inhibition, % at 12.5 µM | 0.69% of 350,000 active; in the data active = inhibition above about 41%;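 note: 0% = neutral control wells and 100% = reference inhibitor control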
KKLEB cytotox: counter-screen for CF NF-kB inhibitors: cytotoxicity; KKLEB CF airway cells viability, ATPlite luminescence, overnight; active compounds read low; cells stimulated with P. aeruginosa culture filtrate; activity change (cytotoxicity), % at 5 µM; 0.36% of 360,000 active;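 active = corrected activity change at or below -50% at 5 µM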
Numbers without * were called inactive; nt = no result given.

The opening 9 entries, to show the layout:
SMILES	CF NFkB block	SRC1 inh	TWEAK Fn14 block	C8 TRAIL sens	NCOA3 inh	SRC2 inh	TROY signal inh	COUP-TFII inh	LRH-1 inv ag	LMP1 NFkB inh	KKLEB cytotox
CC1CCCCC1NC(=O)c1cc(S(=O)(=O)N2CCCCC2)ccc1N1CCOCC1 (configuration not stated)	-1.2	-1.5	-5.0	-1.5	2.1	-1.4	9.5	-12.6	6.2	3.5	1.3
Cc1noc(C)c1COc1ccccc1C(=O)N1CCN(S(=O)(=O)c2ccccc2F)CC1	2.7	-14.9	3.0	-1.1	26.1	-26.8	-11.0	-4.3	-11.4	3.6	-0.8
Cc1cccc(NC(=O)C2CCN(S(=O)(=O)c3c(C)noc3/C=C/c3ccco3)CC2)n1	1.8	-5.3	9.2	12.5	1.4	14.2	15.5	30.5	11.7	-0.9	12.6
Cc1cc(C)c(C#N)c(SCC(=O)C(C)(C)C)n1	14.3	-10.7	-4.3	-17.0	-8.6	1.9	5.0	-10.0	6.4	2.5	-4.5
Cc1cccc(C(=O)NNS(=O)(=O)c2ccccc2[N+](=O)[O-])c1	-8.7	-13.9	21.1	8.3	10.0	6.4	-9.0	9.8	8.5	-5.6	5.0
CC12CCC(=O)N1C(C(=O)N1CCN(c3ccc(C(F)(F)F)cc3[N+](=O)[O-])CC1)CS2 (configuration not stated)	-35.6	5.0	16.2	-8.9	5.0	-34.9	11.3	16.4	0.4	-13.4	22.3
O=C(NCCCN1CCOCC1)c1onc(CSc2ccccn2)c1C(=O)NCCCN1CCOCC1	-15.1	-15.2	-3.2	2.8	-12.2	0.9	-1.1	-1.1	-17.0	2.7	12.6
COc1cccc(CN2CCC(n3nccc3NC(=O)C3CC3)CC2)c1	-6.9	1.1	12.2	-6.0	-2.6	1.6	-3.5	4.1	0.1	6.5	12.3
O=C(N=Nc1c(O)[nH]c2ccc(Br)cc12)c1ccco1	-235.5	-43.6	-45.0	10.8	-41.5	-20.3	-75.9	-21.5	-36.1	-3.2	21.0

The whole of this part (from the top)
SMILES	CF NFkB block	SRC1 inh	TWEAK Fn14 block	C8 TRAIL sens	NCOA3 inh	SRC2 inh	TROY signal inh	COUP-TFII inh	LRH-1 inv ag	LMP1 NFkB inh	KKLEB cytotox
CC1CCCCC1NC(=O)c1cc(S(=O)(=O)N2CCCCC2)ccc1N1CCOCC1 (configuration not stated)	-1.2	-1.5	-5.0	-1.5	2.1	-1.4	9.5	-12.6	6.2	3.5	1.3
Cc1noc(C)c1COc1ccccc1C(=O)N1CCN(S(=O)(=O)c2ccccc2F)CC1	2.7	-14.9	3.0	-1.1	26.1	-26.8	-11.0	-4.3	-11.4	3.6	-0.8
Cc1cccc(NC(=O)C2CCN(S(=O)(=O)c3c(C)noc3/C=C/c3ccco3)CC2)n1	1.8	-5.3	9.2	12.5	1.4	14.2	15.5	30.5	11.7	-0.9	12.6
Cc1cc(C)c(C#N)c(SCC(=O)C(C)(C)C)n1	14.3	-10.7	-4.3	-17.0	-8.6	1.9	5.0	-10.0	6.4	2.5	-4.5
Cc1cccc(C(=O)NNS(=O)(=O)c2ccccc2[N+](=O)[O-])c1	-8.7	-13.9	21.1	8.3	10.0	6.4	-9.0	9.8	8.5	-5.6	5.0
CC12CCC(=O)N1C(C(=O)N1CCN(c3ccc(C(F)(F)F)cc3[N+](=O)[O-])CC1)CS2 (configuration not stated)	-35.6	5.0	16.2	-8.9	5.0	-34.9	11.3	16.4	0.4	-13.4	22.3
O=C(NCCCN1CCOCC1)c1onc(CSc2ccccn2)c1C(=O)NCCCN1CCOCC1	-15.1	-15.2	-3.2	2.8	-12.2	0.9	-1.1	-1.1	-17.0	2.7	12.6
COc1cccc(CN2CCC(n3nccc3NC(=O)C3CC3)CC2)c1	-6.9	1.1	12.2	-6.0	-2.6	1.6	-3.5	4.1	0.1	6.5	12.3
O=C(N=Nc1c(O)[nH]c2ccc(Br)cc12)c1ccco1	-235.5	-43.6	-45.0	10.8	-41.5	-20.3	-75.9	-21.5	-36.1	-3.2	21.0
COc1ccc(C2c3c(oc4ccc(Cl)cc4c3=O)C(=O)N2CCN2CCOCC2)cc1 (configuration not stated)	3.4	-15.4	-8.9	16.8	-8.9	-3.8	-31.0	-17.3	-65.8	-6.7	-6.5
Cc1ccsc1CN(C(=O)c1ccc([N+](=O)[O-])cc1)C1CCS(=O)(=O)C1 (configuration not stated)	15.2	-3.9	5.5	-2.0	-4.1	-3.6	13.5	6.3	1.4	-0.2	-3.8
CN(C)/C=C/C(=O)c1ccc2noc(-c3ccc(F)cc3)c2c1	42.6	15.9	-16.6	-0.7	19.8	-0.5	-40.6	5.2	-15.1	2.0	0.3
CCCCCN1C=CC=C/C1=C\C=C(C#N)C#N	-24.2	-6.1	1.7	-16.0	-12.9	-14.9	-4.1	-8.1	-5.6	nt	4.1
CC(=O)Nc1ccc(NC(=O)c2c(-c3ccccc3)noc2C)cn1	-17.2	21.4	8.5	-14.9	-15.1	-0.4	4.6	4.2	6.8	7.9	-5.1
O=C(NN=Cc1ccc2c(c1)OCO2)c1ccccc1	16.0	-96.2	26.8	35.7	-103.1	-73.2	-42.5	-49.3	-124.8	-15.0	-11.6
Cc1ccccc1C(=O)NC(=S)Nc1ccccc1C(F)(F)F	6.3	1.5	12.4	1.2	-0.9	3.2	-24.1	3.7	-1.6	-2.8	4.7
CCN(CC)CCCCOc1ccccc1OC	-9.3	0.1	2.1	-5.8	9.1	-19.6	12.0	-2.3	7.1	6.1	1.1
COc1ccc(C(=O)NNC(=O)c2ccc3ccccc3c2)cc1	-26.0	-5.2	-13.1	-21.3	-1.7	-7.5	-9.1	-2.8	-11.5	4.6	11.6
O=C1OC(NCc2cccnc2)(c2ccc(Cl)cc2)c2ccccc21 (configuration not stated)	2.6	12.4	9.6	-18.2	11.5	0.4	-1.8	25.3	6.9	-2.5	3.6
O=C(Nc1nc2cc3c(cc2s1)OCCO3)c1ccco1	-1.4	0.1	100.2*	88.3*	11.2	58.8*	81.6*	68.7*	10.9	68.3*	-37.0
CCOc1ccc(-c2nc(C#N)c(N3CCOCC3)o2)cc1	12.6	-4.2	-14.8	-12.8	1.9	9.9	-14.4	5.1	21.1	4.7	-7.4
Cc1cc(C)cc(NC(=O)C(c2ccccc2)N2CCN(CC(=O)N3CCCC3)CC2)c1 (configuration not stated)	-14.3	-6.3	-9.6	4.0	10.0	0.7	-9.8	2.5	15.3	0.9	14.6
CCOc1ccccc1NC(=O)Cc1coc2ccc(C)cc12	-10.2	-11.8	-7.4	3.3	10.1	-11.7	1.0	-2.6	-5.8	2.1	17.3
CNS(=O)(=O)c1ccc(NC(=O)c2ccccn2)cc1	-21.8	-58.4	46.2	11.8	-34.9	-51.2	-31.3	-30.4	-75.0	-15.0	4.4
COc1cc(C(=C(CC(=O)O)C(=O)O)c2ccc3c(c2)OCO3)cc(OC)c1OC	-1.1	-5.4	1.9	-3.4	-1.6	13.3	2.8	-10.2	5.0	5.1	22.6

Additional records follow:
SMILES	CF NFkB block	SRC1 inh	TWEAK Fn14 block	C8 TRAIL sens	NCOA3 inh	SRC2 inh	TROY signal inh	COUP-TFII inh	LRH-1 inv ag	LMP1 NFkB inh	KKLEB cytotox
Cc1cc(OCCN2CCCC2)ccc1C(C)C	0.4	-2.7	3.0	10.4	9.5	-1.2	-5.8	-8.6	-1.1	-2.1	-1.2
CCCOc1ccc(/C=N/Nc2cccc([N+](=O)[O-])c2)c(O)c1	-3.1	-54.1	-9.5	5.8	-38.9	-69.2	-58.4	-35.1	-58.4	-60.0	-7.9
Cc1ccc(/C=N/c2sc(Cc3ccccc3)c(C)c2C(N)=O)o1	27.6	-17.4	44.1	-3.1	15.5	-7.9	21.1	12.1	-21.4	2.9	-14.3
O=C(CCCOc1ccc(Br)cc1)Nc1nnc(C2CC2)s1	18.5	2.9	-1.9	-8.9	-7.0	-4.6	-10.8	16.8	-1.6	4.2	3.3
Cc1cccc(CCNS(=O)(=O)c2ccc(S(=O)(=O)N3CCC(C)CC3)cc2)c1	12.0	0.9	-16.8	6.3	3.9	8.1	7.7	-7.5	-1.2	-0.2	-3.0
c1ccc(-c2csc3ncnc(NCC4COc5ccccc5O4)c23)cc1 (configuration not stated)	28.5	14.6	90.8*	40.9	38.6	31.5	59.4*	65.2*	55.6	34.5	-15.7
Cc1c(Cl)c(-c2n[nH]c(=S)n2-c2ccc(F)cc2)nn1C	0.8	-31.9	-12.9	2.6	-7.2	7.6	-13.5	-11.8	4.9	-8.6	-1.7
O=C(CSc1nnc(NC2CC2)s1)c1ccc[nH]1	-12.7	-65.0	12.0	3.2	-82.5	-26.4	-20.3	-45.0	-91.4	8.4	5.2
Cc1cc(C)n(-c2nc3ccccc3nc2N2CCCC2)n1	-2.8	-24.3	-6.6	-2.4	12.6	12.6	5.9	-2.3	10.8	1.4	-16.6
COCCNc1nc(-c2ccccc2)nc2c1oc1ccccc12	-23.9	8.6	-11.3	3.4	5.2	8.6	-4.8	8.1	32.2	-3.2	-20.4
CCCNC(=O)c1cccc(COCC(F)(F)C(F)F)c1	9.2	-5.1	-9.4	-1.8	11.2	3.5	16.3	11.9	-10.4	-1.8	-5.3
CCCC(C(=O)NC1CCCC1)N(C(=O)Cn1nnc(-c2ccc(C)o2)n1)c1ccccc1F (configuration not stated)	-3.3	5.4	0.9	18.4	-19.4	-37.6	-14.3	9.5	-8.3	-7.9	3.6
COc1ccc(N2CCN(C(=O)c3sc4ncn(CC(=O)N5CCCCC5C)c(=O)c4c3C)CC2)cc1 (configuration not stated)	1.4	5.5	6.1	-10.1	-4.5	-4.8	-0.9	2.1	1.2	3.6	-0.8
Cc1ccc(C2=NS(=O)(=O)N(C)C(C(=O)NCc3ccc4c(c3)OCO4)=C2)cc1	0.1	5.7	-8.8	-7.5	12.7	-15.5	12.8	21.6	12.8	-7.0	6.2
CCC(C(=O)NC1CCCC1)n1c(SCc2cccc(C)c2)nc2ccncc21 (configuration not stated)	9.1	-6.4	15.0	-2.2	-12.1	-17.2	1.4	-60.2	1.0	6.3	-15.2
CCN(c1ccccc1)S(=O)(=O)c1nnc(NC(=O)c2ccco2)s1	-19.3	-25.1	-21.8	0.6	-16.6	6.2	-39.1	-3.1	-4.5	-6.0	-11.9
C=CCCC(=O)Nc1nc(C)c(-c2csc(Nc3cc(Cl)ccc3OC)n2)s1	26.4	-6.8	-12.3	16.7	-2.7	-4.5	4.8	-12.4	12.4	-1.4	-8.6
O=C(CSc1n[nH]c(=O)n1C1CC1)Nc1ccc(OC(F)(F)F)cc1	-3.4	0.6	-6.6	9.0	8.5	-3.1	-2.0	5.1	25.2	13.1	-8.2

Source: PubChem (several laboratories)
